NPR2 activator: human GC-B receptor activators, primary screen, HEK293 GC-B cells, cGMP TR-FRET, EC30 CNP; 0% at EC30 CNP, 100% saturating CNP; activation, % at 10 µM; 370,000 tested, 0.11% active; AID 1920062, 2024;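 active means activation at 10 µM reaching about 35% in either raw or pattern-adjusted values, limit read from the data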
FXN GAA850 act: FXN promoter activators, primary screen, cell-based, luciferase luminescence, HEK293 lucGAA850 | HEK293 lucGAA850 FXN promoter luciferase reporter, 24 h; percent of 10 µM SAHA response | activation, % at 6 µM | 360,000 tested, 0.56% active | AID 540364, 2011;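 active means activation above the average of all compounds screened plus 3 SD, cutoff fixed separately per campaign, cut at about 7.5% in these data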;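 further: 0% = DMSO wells and 100% = 10 µM SAHA wells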
ssDAF12 agonist: S. stercoralis DAF-12 nuclear receptor activators, primary screen, cell-based, luminescence, HEK293, GRIP1 co-expression, lit1-tk-luc. Nuclear hormone receptor DAF-12 (Strongyloides stercoralis). HEK293 ssDAF-12/GRIP1 lit1-tk-luc reporter; % of 3 µM dafachronic acid response. activation, % at 6.8 µM. 370,000 tested, 1% active. AID 652126, 2013;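 active means activation above the mean over all tested compounds plus 3 SD, cut at about 0.9% in these data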;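 further: 0% = DMSO-only wells and 100% = 3 µM delta7-dafachronic acid wells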
SMARCA2 activ: SMARCA2 (BRM) function activators, primary screen, cell-based, luminescence, high throughput. MG213 cells, MMTV-luciferase reporter, dexamethasone, overnight. activation, % at 9.1 µM. 370,000 tested, 1% active; in the data active means activation above about 7.8%;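 further: 0% = vehicle wells and 100% = reference activator wells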
HGIII-sPLA2 inh: human group III sPLA2 inhibitors, primary screen, biochemical, QFRET, BODIPY PC-A2 liposome substrate. Group 3 secretory phospholipase A2 (Homo sapiens), Q9NZ20. QFRET BODIPY PC-A2 liposome hydrolysis, fluorescence. inhibition, % at 12.2 µM. 370,000 tested, 0.56% active. AID 743126, 2013;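 active means inhibition above mean plus 3 SD of compounds lying within the high and low control bounds, cut at about 19% in these data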;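 further: 0% = median of test compound wells and 100% = no enzyme DMSO wells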
Target sequence (Q9NZ20 whole entry, looked up): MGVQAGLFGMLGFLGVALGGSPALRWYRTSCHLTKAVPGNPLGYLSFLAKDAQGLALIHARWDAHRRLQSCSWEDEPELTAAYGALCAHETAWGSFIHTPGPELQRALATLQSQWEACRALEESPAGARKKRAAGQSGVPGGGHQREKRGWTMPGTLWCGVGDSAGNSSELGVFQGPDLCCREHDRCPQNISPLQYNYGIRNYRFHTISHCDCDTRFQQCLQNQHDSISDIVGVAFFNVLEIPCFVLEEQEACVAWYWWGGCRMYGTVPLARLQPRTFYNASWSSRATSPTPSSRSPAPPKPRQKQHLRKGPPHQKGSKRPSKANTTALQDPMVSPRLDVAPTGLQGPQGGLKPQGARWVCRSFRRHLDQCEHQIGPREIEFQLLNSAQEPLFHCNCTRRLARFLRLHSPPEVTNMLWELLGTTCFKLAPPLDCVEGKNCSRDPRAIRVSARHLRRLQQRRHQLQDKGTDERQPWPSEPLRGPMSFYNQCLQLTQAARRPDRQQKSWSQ
KLK7 zymogen act: proKLK7 zymogen activators, primary screen, biochemical, fluorescence intensity | Kallikrein-7 (Homo sapiens), P49862 | purified proKLK7, EDANS-DABCYL substrate fluorescence; 100% is mature enzyme control, 0% vehicle | activation, % at 7 µM | 370,000 tested, 0.9% active;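 active means activation above the mean of all tested compounds plus 3 SD, computed per campaign excluding outliers beyond control limits, cut at about 13% in these data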
Target sequence (P49862 whole entry, looked up): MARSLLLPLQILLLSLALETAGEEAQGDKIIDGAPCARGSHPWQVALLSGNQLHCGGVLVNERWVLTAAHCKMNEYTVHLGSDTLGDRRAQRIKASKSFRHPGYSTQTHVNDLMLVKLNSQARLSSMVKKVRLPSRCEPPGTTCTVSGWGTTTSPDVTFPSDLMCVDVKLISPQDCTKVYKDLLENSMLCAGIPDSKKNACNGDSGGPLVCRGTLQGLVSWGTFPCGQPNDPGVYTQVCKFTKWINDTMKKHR
NPR1 activator: GC-A stimulated cGMP production enhancers – HEK293 GC-A cells, cGMP TR-FRET, EC30 ANP, primary screen; 0% at EC30 ANP, 100% saturating ANP; Atrial natriuretic peptide receptor 1 (Homo sapiens), P16066; AID 1671463, 2021; 370,000 tested, 0.14% active; activation, % at 10 µM; in the data active means activation above about 40%
hcDAF-12 act: H. contortus DAF-12 nuclear receptor activators, primary screen, cell-based, luminescence, HEK293, lit1-tk-luc reporter; HEK293 hcDAF-12 lit1-tk-luc reporter; 0% DMSO, 100% Δ7-dafachronic acid; activation, % at 6.8 µM; 370,000 tested, 1.4% active; AID 652067, 2013;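 active means activation above the mean of all tested compounds plus 3 SD, cut at about 5.5% in these data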;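 further: 100% = response to 3 µM Δ7-dafachronic acid high control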
DAX1 inh-1: DAX1 (NR0B1) inhibitors on StAR promoter, primary screen, cell-based, luminescence, SF-1 (NR5A1), full-length DAX-1. inhibition, % at 6.8 µM. 370,000 tested, 1.1% active. HEK293T StAR-luciferase reporter, SF-1/DAX-1 repression relief. AID 652010, 2013;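 active means inhibition above the mean over all tested compounds plus 3 SD, cut at about 3.6% in these data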;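 further: 0% = DAX-1 cells with DMSO and 100% = cells lacking DAX-1 with DMSO; higher inhibition means more luminescence from relief of DAX-1 repression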
DAX1 inh-2: DAX1 (NR0B1) inhibitors, primary screen, cell-based, HEK293, Gal4-DAX1, luciferase luminescence. HEK293 Gal4-DAX1 luciferase reporter. inhibition, % at 6.75 µM. 340,000 tested, 0.99% active. AID 504766, 2011;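 active means inhibition above the mean over all tested compounds plus 3 SD, cut at about 4.2% in these data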;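 further: 0% = DAX1-transfected cells with DMSO and 100% = empty-vector control cells with DMSO; inhibition shows as a rise in luminescence from relieved DAX1 repression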
Target sequence (P51843 207-470 limits assumed): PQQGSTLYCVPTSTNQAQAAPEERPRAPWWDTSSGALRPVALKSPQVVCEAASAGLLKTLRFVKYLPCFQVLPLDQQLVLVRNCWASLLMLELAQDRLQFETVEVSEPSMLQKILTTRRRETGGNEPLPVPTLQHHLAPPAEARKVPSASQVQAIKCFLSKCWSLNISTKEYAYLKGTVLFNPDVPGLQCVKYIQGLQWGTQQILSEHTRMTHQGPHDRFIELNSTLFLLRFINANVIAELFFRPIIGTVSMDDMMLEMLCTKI
hgDAF12 agonist: H. glycines DAF-12 receptor agonists, primary screen, cell-based, luminescence, HEK293, GAL4 fusion, UAS-luciferase; Nuclear hormone receptor DAF-12 (Heterodera glycines), GAL4 fusion; HEK293 GAL4-hgDAF12 UAS-luciferase reporter, agonist luminescence; normalized to butyrate control; activation, % at 6.8 µM; 370,000 tested, 1.8% active; AID 687014, 2013;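 active means activation above a cutoff set at the mean of all screened compounds plus 3 SD, cut at about 10% in these data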;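 further: 0% = DMSO wells and 100% = sodium butyrate wells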
An asterisk follows results filed as active; nt = no result given.

SMILES	NPR2 activator	FXN GAA850 act	ssDAF12 agonist	SMARCA2 activ	HGIII-sPLA2 inh	KLK7 zymogen act	NPR1 activator	hcDAF-12 act	DAX1 inh-1	DAX1 inh-2	hgDAF12 agonist
CC(NC1CCCC1)C(=O)Nc1ccccc1-c1ccccc1 (stereo unspecified)	-5.3	-1.1	-0.8	-2.1	0.9	-0.3	-2.6	-1.9	-0.2	0.0	-1.4
CCOc1ccc(C(=O)NCCC2=CCCCC2)cc1OCC	-3.3	0.7	-1.2	-0.7	6.5	0.9	1.8	-1.9	-0.7	0.3	1.1
COC(=O)/C=C/c1cccc([C@H]2[C@@H]3C=CC[C@@H](C)[C@@H]3C(=O)N2Cc2ccccc2)c1	0.4	6.2	-1.5	1.2	-2.9	-0.2	-15.9	-0.9	0.3	-0.3	1.5
Cc1c(N(C)C(=O)C2CCCN2S(=O)(=O)c2ccccc2)c(=O)n(-c2ccccc2)n1C (stereo unspecified)	2.3	0.6	-1.6	-2.2	12.5	-0.1	3.8	-0.6	-0.3	-1.3	0.9
CCc1nc(NCCN)c(C#N)c2c1CSC(C)(C)C2	-11.5	1.1	-1.7	0.5	6.2	0.7	-10.2	-1.4	0.3	0.4	0.2
CCc1nc(SCC(=O)Nc2cc(OC)ccc2OC)c2c(C)c(C)sc2n1	3.9	4.2	-1.5	-2.5	9.3	-0.2	-1.2	-2.2	0.1	-0.3	-1.6
COc1ccc(N2CCN(c3ncnc4scc(-c5ccccc5)c34)CC2)cc1	1.1	0.6	-1.6	-4.3	12.5	-0.7	0.7	-2.7	0.1	-1.1	-0.3
Cc1ccc(Nc2nc3ccccc3[nH]2)nc1	3.6	9.4*	-0.3	8.7*	7.3	-0.4	3.1	-0.3	-0.6	0.4	4.8
CCCCn1c(SCC(=O)N(CC)C2CCS(=O)(=O)C2)nnc1C(CC)N(C)C (stereo unspecified)	1.2	-3.4	-0.8	2.4	8.1	0.0	-0.4	-0.9	-0.2	-0.1	3.6
COc1cc(-c2cc(NC(C)=O)c3ncc(-c4ccc(F)cc4)n3c2)cc(OC)c1OC	28.5	1.9	-1.3	-1.9	-10.0	-0.1	22.8	-1.2	-1.3	nt	0.1
Cc1cc(C)nc(Nc2ccccc2Cl)n1	-4.5	1.2	-0.4	12.4*	2.2	-0.5	-2.5	3.4	1.4	0.2	7.9
CCOc1ccc(NC(=O)CN(C)C(=O)c2sc3ccccc3c2Cl)cc1OCC	7.7	-0.3	-1.6	-1.3	-12.9	0.7	1.9	-0.6	-0.2	-2.3	-2.7
CCOC(=O)c1ccc(NC(=O)[C@@H]2CCC(=O)N2C2OC(=O)c3c2ccc(OC)c3OC)cc1 (stereo partly specified)	1.6	0.9	-2.1	1.7	-0.7	-0.1	2.6	-4.1	0.7	nt	1.9
COc1ccc(O)c(CN2CCC(n3nccc3NC(=O)CCOc3ccccc3)CC2)c1	-5.8	0.3	-1.0	0.0	-8.4	0.8	1.6	-2.3	-1.5	-0.7	0.2
O=C(NCc1cccc(C(F)(F)F)c1)c1cccc(S(=O)(=O)N2CCN(Cc3ccccc3)CC2)c1	2.8	2.2	-1.0	-3.9	-7.9	0.3	2.7	-1.2	-1.5	0.1	0.8
COCC(COS(N)(=O)=O)Cc1ccccc1 (stereo unspecified)	2.6	0.4	-1.0	0.1	0.5	-0.5	2.7	-0.7	-0.3	0.1	-2.5
COc1ccc(CN2C(=O)C(CC(=O)NCCN3CCOCC3)CC(C(=O)N3CCOCC3)=C2C)cc1 (stereo unspecified)	3.1	1.0	-1.3	5.7	5.4	-1.5	3.4	-1.2	0.1	1.9	-0.3
Cc1noc(C)c1COC(=O)c1ccc(S(=O)(=O)NCc2ccco2)cc1	2.2	-1.2	-1.6	-1.4	-13.6	0.3	-0.3	-1.5	-1.4	-0.5	-2.1
CCOC(=O)CSCc1csc(CC(=O)Nc2ccccc2C)n1	6.8	0.4	-0.8	-0.3	-15.2	0.5	-1.4	0.5	0.3	1.1	1.9
CCOC(=O)c1cc(-c2ccccc2)sc1NC(=O)COC(=O)c1cccc(S(N)(=O)=O)c1	-5.6	0.3	-1.4	-4.0	1.9	-0.3	-3.3	-2.6	-0.2	1.3	-2.3
COC(=O)c1ccccc1NC(=O)CN(C)S(=O)(=O)c1cc(C)ccc1OC	-5.7	1.5	-1.6	-1.2	3.4	0.5	0.0	-1.7	-0.3	-0.7	-3.3
Cc1noc(C)c1C(=O)N1CCOCC1	2.1	-0.5	-1.4	1.1	0.3	-0.1	0.3	-0.9	0.5	-0.1	-1.7
O=S(=O)(Nc1cccc(S(=O)(=O)N2CCCCC2)c1)c1ccccc1F	2.0	0.3	-0.8	-3.5	-2.0	0.0	1.5	-1.1	-0.6	-0.6	-3.0
COc1cc(-c2nnc(CSc3nnc(N)s3)o2)cc(OC)c1OC	12.0	0.8	-1.7	0.5	-3.5	-0.5	12.1	0.9	-0.5	-0.2	2.1

Part of the list above in a different format:
SMILES: CCOC(=O)CSCc1csc(CC(=O)Nc2ccccc2C)n1
  NPR2 activator: 6.8	FXN GAA850 act: 0.4	ssDAF12 agonist: -0.8	SMARCA2 activ: -0.3	HGIII-sPLA2 inh: -15.2	KLK7 zymogen act: 0.5	NPR1 activator: -1.4	hcDAF-12 act: 0.5	DAX1 inh-1: 0.3	DAX1 inh-2: 1.1	hgDAF12 agonist: 1.9

SMILES: CCOC(=O)c1cc(-c2ccccc2)sc1NC(=O)COC(=O)c1cccc(S(N)(=O)=O)c1
  NPR2 activator: -5.6	FXN GAA850 act: 0.3	ssDAF12 agonist: -1.4	SMARCA2 activ: -4.0	HGIII-sPLA2 inh: 1.9	KLK7 zymogen act: -0.3	NPR1 activator: -3.3	hcDAF-12 act: -2.6	DAX1 inh-1: -0.2	DAX1 inh-2: 1.3	hgDAF12 agonist: -2.3

More entries
SMILES	NPR2 activator	FXN GAA850 act	ssDAF12 agonist	SMARCA2 activ	HGIII-sPLA2 inh	KLK7 zymogen act	NPR1 activator	hcDAF-12 act	DAX1 inh-1	DAX1 inh-2	hgDAF12 agonist
COc1ccc(Cc2nnc(NC(=O)c3ccccc3[N+](=O)[O-])s2)cc1	-1.2	0.8	-0.9	8.4*	0.7	-0.1	-1.4	2.7	-0.3	-1.4	-1.8
CN(C(=O)Cc1c[nH]c2ccccc12)C(C(=O)Nc1ccc2c(c1)OCO2)c1ccccc1 (stereo unspecified)	-8.1	-2.4	-1.1	-1.1	-105.9	0.5	-10.2	-0.2	0.2	1.0	-1.4
O=C(NCC1CCCO1)c1ccc(NC(=O)c2ccc(Br)cc2)cc1 (stereo unspecified)	3.7	2.3	-1.5	-6.4	11.2	0.1	11.1	-0.6	-0.4	nt	0.1
CCOC(=O)Nc1ccc2c(c1)N(C(=O)CN(CC)CC)c1ccccc1C=C2	nt	-0.1	-1.1	-1.5	-3.9	0.3	nt	1.3	0.1	-1.2	-0.4
COc1ccc(CCNC(=O)CS(=O)Cc2nc(-c3cccs3)oc2C)cc1OC (stereo unspecified)	3.7	1.9	-0.8	-3.9	-2.0	-1.1	5.4	0.9	-1.0	-0.6	-0.1
CCOCCCNC(=S)N(CCN(C)C)Cc1cc2cc3c(cc2[nH]c1=O)OCCO3	2.8	1.3	-1.1	-1.9	5.9	3.0	5.7	-0.4	0.0	-1.2	-1.7
CCOc1ccc(-n2c(SCC)nc3c(c2=O)SCC3)cc1	0.7	0.7	-1.2	-0.1	4.7	0.0	4.9	-2.3	-0.2	0.2	0.1
Cn1cc(CCNCc2cn[nH]c2-c2ccc(-c3ccccc3)cc2)cn1	-12.8	5.4	-0.9	-2.6	-2.4	0.1	-24.0	0.5	0.8	1.2	2.6
CC(=O)N(CCCNC(=O)c1ccccc1)C(=O)c1ccccc1	3.7	1.4	-1.4	-1.7	3.0	0.2	1.8	-1.8	0.5	0.7	-1.2
N#CCC(=O)Nc1ccc(C(=O)OCc2ccccc2Oc2ccccc2)cc1	-2.2	3.2	0.1	-5.1	-49.1	-0.3	-11.6	0.0	0.2	-0.1	2.1
O=C(NNc1ccc([N+](=O)[O-])cn1)Nc1ccc(N=Nc2ccccc2)cc1	-9.6	1.4	-0.7	-0.8	17.4	-0.5	-1.8	0.2	1.2	0.9	7.8
CC1(C)NC(=O)N(CCOCCSc2ccccc2)C1=O	-2.3	1.7	-2.3	6.8	-2.1	0.3	3.7	-0.5	-0.4	0.2	0.8
Cc1cc(=O)[nH]c(SCC(N)=O)c1C#N	1.0	0.4	-1.1	0.8	3.6	-0.1	-0.6	-0.4	0.1	-0.1	0.3
O=C(c1ccccc1)N1CCN(c2ncnc3c(-c4ccccc4)nsc23)CC1	-4.8	4.1	-1.0	6.9	-0.4	0.4	4.2	0.4	1.9	1.4	2.4
CC(=O)N1c2ccccc2N(Cc2ccc(C)cc2C)C(=O)C1(C)C	-6.0	-3.5	-1.7	-3.8	4.1	-0.2	-13.1	-2.1	-3.7	-3.0	1.9
Cc1sc(NC(=O)Cn2nc(C(F)(F)F)cc2C)c(C(=O)OC(C)C)c1C	0.3	-0.7	-1.2	1.3	-4.7	0.2	-2.1	-1.2	0.4	1.3	1.9
COc1ccc(C2N=C(c3ccccc3)NC(c3ccccc3)=N2)cc1	16.8	-1.8	-0.9	-0.2	1.2	-0.1	17.0	-1.6	0.3	-0.4	-0.3
CCCCn1c(N)c(N(CCOC)C(=O)c2cc(-c3ccc(F)cc3)nc3ccccc23)c(=O)[nH]c1=O	-3.1	0.0	-1.4	-0.2	-10.3	-0.2	-1.2	0.5	1.5	1.4	-0.8
COC(=O)[C@]12C[C@H](CC(=O)N3CCCCC3)C(=O)N(Cc3ccco3)C1=C[C@H](COCc1ccccc1)O[C@@H]2C	2.8	nt	-1.2	-0.6	-5.1	0.2	-0.1	-0.3	-2.1	nt	0.5
Cc1ccc2c(c1)C(O)(CC(=O)c1cccc(-n3cccc3)c1)C(=O)N2 (stereo unspecified)	-5.9	3.6	-1.6	-2.3	-11.5	0.3	-14.3	-1.1	-1.2	0.7	-1.8
COc1ccc(NC(=O)c2cccc(S(=O)(=O)N3CCc4ccccc43)c2)c(OC)c1	-1.2	-1.8	-0.7	-4.5	1.9	-0.1	0.6	1.8	0.5	1.0	2.6
CCOC(=O)C(=CNc1ccc(Cl)cn1)C(=O)OCC	3.0	-4.5	-1.0	-0.4	0.2	0.6	1.2	-1.5	-0.3	-1.1	1.5

Assay outcomes deposited in PubChem BioAssay by several laboratories.

Compounds as they come, and some 6.7% of all compounds hit somewhere here.
